Anesthetic bind: binds horse apoferritin like a general anesthetic | P02791 | apoferritin/1-aminoanthracene competitive binding, fluorescence | Potency, µM (doses to about 77.5 µM), without a hit: at the top dose activity change, negative = displacement, hits mostly inhibitors | actives 0.074% (n = 350,000); further: on the % scale 0 is the no-effect control and ±100 the full control effect; nearly all actives have a fitted effect of over 20% in size
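In PBS, apoferritin at 10 uM is loaded with 1-AMA from a 50% saturated solution. After 10 min of compound exposure at ambient temperature, reduced 535 nm fluorescence indicates probe displacement.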
G9a block: inhibitors of human histone lysine methyltransferase G9a; Q96KQ7; G9a H3K9 monomethylation, AlphaScreen, 2 h; Potency, µM (top dose mostly 102 µM), for inactives: at the top dose activity, negative = inhibition, most hits filed as inhibitors; actives 8.8% (n = 350,000); AID 504332; further: on the % scale 0 is the no-effect control and ±100 the full control effect; nearly all actives have a fitted effect of over 75% in size
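Enzyme 20 nM + cpd, 15 min RT; add b-H3K9 pep 500 nM / SAM 20 uM; 2 h RT; anti-H3K9me1 Ab 0.5 ug/mL + SA donor / anti-rabbit acceptor beads 20 ug/mL each, 10 min; AlphaScreen read.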
Pol beta inh: DNA polymerase beta (human) inhibition; P06746; Pol beta primer extension/strand displacement, fluorescence kinetic; Potency, µM (top dose mostly 114 µM), for the others: at the highest dose activity change, negative = inhibition, most hits filed as inhibitors; actives 1.3% (n = 340,000); AID 485314; further: on the % scale 0 is the no-effect control and ±100 the full control effect
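Homogeneous kinetic assay of primer extension and strand displacement by 10 nM Pol beta, preincubated 15 min at room temperature with compound before 50 nM substrate (final) was added. Read at 0 and 10 min; four-parameter Hill fit.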
BAZ2B inh: inhibitors of human BAZ2B bromodomain | Q9UIF8 | AlphaScreen BAZ2B-H3K14Ac peptide displacement | Potency, µM (series often up to 114 µM), for the others: at the highest dose activity change, negative = inhibition, most hits filed as inhibitors | actives 4.4% (n = 360,000); further: on the % scale 0 is the no-effect control and ±100 the full control effect; nearly all actives have a fitted effect of over 60% in size
Target sequence (Q9UIF8 whole entry, looked up): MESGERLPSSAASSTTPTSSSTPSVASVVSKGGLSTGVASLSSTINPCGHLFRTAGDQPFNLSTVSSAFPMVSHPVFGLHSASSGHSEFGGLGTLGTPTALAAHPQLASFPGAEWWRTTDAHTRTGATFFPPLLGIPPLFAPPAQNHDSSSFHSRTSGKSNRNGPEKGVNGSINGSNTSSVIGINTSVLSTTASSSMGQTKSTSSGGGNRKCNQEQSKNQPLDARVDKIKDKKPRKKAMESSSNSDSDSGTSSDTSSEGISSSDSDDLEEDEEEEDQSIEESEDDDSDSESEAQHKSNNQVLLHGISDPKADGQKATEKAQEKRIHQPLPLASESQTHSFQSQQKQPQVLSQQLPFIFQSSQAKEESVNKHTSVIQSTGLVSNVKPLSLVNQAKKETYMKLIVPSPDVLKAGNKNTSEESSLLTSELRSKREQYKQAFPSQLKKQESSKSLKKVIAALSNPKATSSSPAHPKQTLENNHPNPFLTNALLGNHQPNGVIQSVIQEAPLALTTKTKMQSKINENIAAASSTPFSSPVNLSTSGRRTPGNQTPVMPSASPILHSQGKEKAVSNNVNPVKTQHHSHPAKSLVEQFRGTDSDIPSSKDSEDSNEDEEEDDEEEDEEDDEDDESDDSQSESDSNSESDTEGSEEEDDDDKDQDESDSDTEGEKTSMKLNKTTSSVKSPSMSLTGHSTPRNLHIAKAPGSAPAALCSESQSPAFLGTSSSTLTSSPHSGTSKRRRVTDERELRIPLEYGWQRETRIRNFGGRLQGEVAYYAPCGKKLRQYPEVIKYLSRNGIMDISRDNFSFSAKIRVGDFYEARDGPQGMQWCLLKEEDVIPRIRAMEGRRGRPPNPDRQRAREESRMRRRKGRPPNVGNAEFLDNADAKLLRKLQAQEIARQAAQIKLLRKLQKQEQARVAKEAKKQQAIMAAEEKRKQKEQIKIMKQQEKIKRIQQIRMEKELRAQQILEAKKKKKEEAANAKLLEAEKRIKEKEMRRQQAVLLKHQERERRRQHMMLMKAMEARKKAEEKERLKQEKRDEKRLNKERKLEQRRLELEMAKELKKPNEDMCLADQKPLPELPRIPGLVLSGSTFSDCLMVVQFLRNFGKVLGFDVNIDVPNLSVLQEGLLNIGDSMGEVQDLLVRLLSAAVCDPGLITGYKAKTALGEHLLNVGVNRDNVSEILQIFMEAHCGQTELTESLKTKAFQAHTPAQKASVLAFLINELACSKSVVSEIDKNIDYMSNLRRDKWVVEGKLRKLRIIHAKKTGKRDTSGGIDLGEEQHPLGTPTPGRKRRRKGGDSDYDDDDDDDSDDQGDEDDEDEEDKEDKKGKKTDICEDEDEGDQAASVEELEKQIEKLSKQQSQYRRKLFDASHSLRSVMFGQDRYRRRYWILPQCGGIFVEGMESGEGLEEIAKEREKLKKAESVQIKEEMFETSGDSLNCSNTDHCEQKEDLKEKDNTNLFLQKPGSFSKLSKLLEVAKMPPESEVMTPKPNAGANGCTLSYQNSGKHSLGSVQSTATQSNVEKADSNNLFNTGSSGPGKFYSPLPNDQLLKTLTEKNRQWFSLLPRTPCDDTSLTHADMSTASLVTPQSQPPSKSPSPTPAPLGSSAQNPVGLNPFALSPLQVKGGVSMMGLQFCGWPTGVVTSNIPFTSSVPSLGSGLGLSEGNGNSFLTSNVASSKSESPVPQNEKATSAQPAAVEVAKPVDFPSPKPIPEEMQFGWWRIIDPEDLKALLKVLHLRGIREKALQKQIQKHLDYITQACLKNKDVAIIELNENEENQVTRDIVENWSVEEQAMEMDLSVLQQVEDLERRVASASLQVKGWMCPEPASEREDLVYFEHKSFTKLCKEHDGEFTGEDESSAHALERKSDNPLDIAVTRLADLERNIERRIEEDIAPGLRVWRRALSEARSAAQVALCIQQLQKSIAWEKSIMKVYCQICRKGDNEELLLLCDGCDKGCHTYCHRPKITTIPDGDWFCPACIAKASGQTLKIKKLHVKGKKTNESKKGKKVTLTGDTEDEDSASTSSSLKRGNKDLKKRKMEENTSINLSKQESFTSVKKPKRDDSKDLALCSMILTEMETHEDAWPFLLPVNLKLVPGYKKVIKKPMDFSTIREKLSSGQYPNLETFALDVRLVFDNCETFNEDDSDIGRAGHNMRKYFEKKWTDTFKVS
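Multi-concentration screen (max 110 uM) measuring displacement of acetylated histone H3 peptide from BAZ2B by AlphaScreen, using 50 nM protein, 50 nM peptide and 10 ug/mL streptavidin donor plus Ni-chelate acceptor beads.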
BLM inh: Bloom syndrome helicase (human) inhibition; Potency, µM (top dose mostly 56.1 µM), inactives show top-dose activity change, negative = inhibition, usual class: inhibitors; actives 0.2% (n = 350,000); recombinant BLM DNA unwinding, fluorescence dequenching; P54132;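 further: plate controls were vehicle for no effect and no enzyme for full effect; nearly all actives have a fitted effect of over 35% in size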
Pol kappa inh: blocks human DNA polymerase kappa activity. Q9UBT6. purified Pol kappa, fluorescent DNA synthesis assay, 10 min. Potency, µM (highest dose often 107 µM), for inactives: top-dose activity, negative = inhibition, hits mostly inhibitors. actives 0.53% (n = 400,000). AID 588579; further: on the % scale 0 is the no-effect control and ±100 the full control effect
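Enzyme at 10 nM met test compounds for 15 min at room temperature. Substrate addition (50 nM final) began the reaction, which was monitored by fluorescence at 0 and 10 min.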
APE1 inh: APE1 (human) endonuclease inhibition. Potency, µM (series often up to 65.8 µM), for inactives: at the top dose activity change, negative = inhibition, hits mostly inhibitors. actives 0.35% (n = 350,000). AID 2517. recombinant APE1, TAMRA/BHQ-2 abasic DNA cleavage fluorescence. P27695;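 further: plate controls were vehicle for no effect and reference inhibitor for full effect; nearly all actives have a fitted effect of over 55% in size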
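APE1 at 0.75 nM preincubated 15 min at room temperature with compound. Reaction then started with 50 nM double-stranded THF-abasic substrate labelled with TAMRA/BHQ-2, and 525/598 nm fluorescence read kinetically. Activity taken as third-minus-first read difference, normalized to DMSO and NSC13755 controls.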
POLH inh: blocks human DNA polymerase eta activity | Q9Y253 | recombinant Pol eta, fluorescent DNA replication assay | Potency, µM (series often up to 114 µM), without a hit: at the top dose activity change, negative = inhibition, actives largely listed as inhibitors | actives 1.2% (n = 390,000) | AID 588591; further: on the % scale 0 is the no-effect control and ±100 the full control effect
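Fluorescent replication assay: 50 nM final substrate added after a 15 min room-temperature compound preincubation with 10 nM enzyme. Signal taken at 0 min and again at 10 min.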
Pol iota inh: DNA polymerase iota (human) inhibition. Q9UNA4. actives 1% (n = 390,000). Pol iota fluorescent replication assay, 10 min. Potency, µM (titrated, usually from 115 µM), for inactives: at the top dose activity, negative = inhibition, most hits filed as inhibitors
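Pol iota at 10 nM preincubated 15 min with compounds at room temperature; reaction started with fluorescent substrate, 50 nM final. Fluorescence read kinetically at 0 and 10 min; buffer-only wells as negative control.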
Active calls of the source: *; ? = inconclusive; . = no result given; & = joins results of further samples; [ ] = dose if it differs, or a comment. The call rests on the fitted dose curve; in most records, active means well fitted curve in the direction sought with a large enough effect; inconclusive means small, poorly fitted or top-dose-only effect, or another doubt; inactive means no such curve, though single readings can be large; an effect the other way counts as inactive or inconclusive. Potency means the concentration at half of the fitted maximal effect. A portion of the library; the hit share may differ from the screen's.

Order of results – BLM inh | POLH inh | Anesthetic bind | G9a block | Pol kappa inh | Pol iota inh | Pol beta inh | APE1 inh | BAZ2B inh
COc1ccc(N=C2NN=C(c3ccc4c(c3)OCCO4)CS2)cc1
  -19% | -17% | -24% | 45µM* | -5% | -6% | 6% | ? | ?
Cc1ccc(S(=O)(=O)NCCC(=O)Nc2cccc(S(N)(=O)=O)c2)cc1C
  -3% | 1% | -1% | 11% | -14% | 12% | -15% | 15% | 1%
CC1Nc2nc(NC(=O)C(C)(C)C)[nH]c(=O)c2N(C)C1C (configuration not stated)
  0% | -14% | 1% | -1%[59 µM] | -19% | -15% | 39% | 4% | 2%
Cc1sc2c(c1C)c(=O)n(CCc1ccccc1)c(=O)n2Cc1ccc(F)cc1
  -10% | . | -7% | -3%[59 µM] | -3% | 11% | -3% | . | -1%
CC1CCC2(CC1)NC(=O)N(Cc1nnc(-c3cccs3)o1)C2=O (configuration not stated)
  -3% | -10% | ? | 7% | 2% | 13% | 19% | 2% | -16%
O=C1CCCc2cc(S(=O)(=O)N3CCCC(C(=O)NCc4ccccc4Cl)C3)ccc2N1 (configuration not stated)
  1% | -21% | -6% | -12%[59 µM] | 2% | 21% | 11% | . | 9%[57.1 µM]
Cc1noc(C)c1C(=O)N1CCN(Cc2ccc3c(c2)OCO3)CC1
  2% | -10% | -6% | 8%[59 µM] | 2% | ? | 13% | 2% | -4%
O=C(CCc1ccccc1)NNC(=O)c1ccccn1
  -2% | -4% | -5% | 16% | 2% | 32%[activator] | 22% | 7% | -16%
COc1ccc(C2c3c(oc4ccccc4c3=O)C(=O)N2c2ccccn2)cc1OC (configuration not stated)
  -3% | -4% | -11% | ? | 6% | -6% | 2% | -2% | 0%
Cc1ccc(NC(=O)Cn2c(=O)oc3ccccc32)cc1
  -2% | -14% | -2% | 10% | -16% | 141%[activator] | 25% | 3% | 1%
CN1CCN(c2ccccc2NC(=O)c2ccc(-c3ccccc3)cc2)CC1
  0% | ? | -1% | 23%[12.7 µM] | -1% | -7% | ? | 8% | -34%
O=C(COC(=O)c1cc(S(=O)(=O)N2CCOCC2)ccc1O)NCCc1ccccc1
  -2% | 9% | -11% | 11%[59 µM] | 1% | 17% | 13% | 0% | -8%
CC1=NN(c2nc(-c3ccc(C)cc3)cs2)C(=O)C1N=Nc1cccc(O)c1 (configuration not stated)
  -14% | ? | -10% | 40µM* | ? | ? | 13µM* | -1% | ?
CCc1ccc(CNC(=O)c2cnc3sc(N4CCCCC4)nn3c2=O)cc1
  -2% | 1% | -5% | -6%[59 µM] | 11% | 11% | 12% | . | -4%
CC1CCN(CC(=O)Nc2nn(-c3ccccc3)nc2C(N)=O)CC1
  2% | -15% | 0% | ? | 0% | 73%[activator] | 8% | 10% | -13%
CCc1c(C)sc(NC(=O)c2cc(-c3ccc(OC)c(OC)c3)on2)c1C#N
  -10%&-4% | -17%&3% | -5%&-16% | 7.9µM* | 9%&-11% | 26%&1% | 2%&8% | 0% | 3%&2%
COc1cccc2c1CCCC2CCCN1CCN(C2CCCCC2)CC1 (configuration not stated)
  -10%&0% | . | -2%&-8% | . | 10%&11%[60.1 µM] | . | . | 1%&10% | .
CCC(C)N1C(=S)SC(C)(C)C1N(O)C(=O)NC1CCCCC1 (configuration not stated)
  0% | -13% | -7% | -30% | -5% | 158%[activator] | 0% | 5% | -2%
CCn1c(COC(=O)CNC(=O)c2ccccc2)nc2cc(S(=O)(=O)N(C)C)ccc21
  . | -23% | . | -28% | -9% | 31%[activator] | . | 28% | 5%
O=S1OCCN1c1ccccc1 (configuration not stated)
  2% | -11% | -9% | . | -20% | -10% | 28% | 7% | -6%
Cc1cc(C)cc(NC(=O)CCC(=O)Nc2nnc(C(F)(F)F)s2)c1
  -3% | -2% | -11% | -6% | -1% | 16% | 17% | 19% | -4%
CCCOc1ccccc1NS(=O)(=O)c1ccc2[nH]c(=O)[nH]c2c1
  -1% | -2% | -7% | 3% | -4% | 185%[activator] | 10% | -9% | 5%
CCOc1ccc(Cl)cc1S(=O)(=O)N1CCC(C(=O)NCc2cccnc2)CC1
  3% | -10% | -3% | 24% | 0% | 11% | 21% | 17% | 8%
CN(C)CCN(Cc1ccccc1)C(=O)[C@H](Cc1ccccc1)N1C(=O)c2ccccc2C1=O
  -6% | -8% | -7% | 0% | 1% | 17% | 28% | -1% | 1%
O=C(NCc1ccc(Cl)cc1)c1cnc2sc(N3CCCCCC3)nn2c1=O
  -2% | -14% | -4% | 12%[59 µM] | 0% | -5% | 3% | . | -3%
FC(F)(F)c1cc(-c2ccco2)nc(-n2nnc3ccccc32)n1
  -7% | -2% | 7% | ? | 1% | 17% | 5% | 9% | 11%
CN1C(=O)C(O)(c2sc(N)nc2-c2ccccc2)c2ccccc21 (configuration not stated)
  1% | -9% | -7% | -17% | 1% | -5% | 40% | -3% | -1%
CCN1C(=O)[C@H]2[C@@H](c3ccc(-c4ccccc4)cc3)N[C@@](CC(C)C)(C(=O)OC)[C@H]2C1=O
  . | -6% | . | -5%[2.33 µM] | 2% | 11% | . | 31% | 4%
CCN(CC)S(=O)(=O)c1ccc2[nH]c(=O)cc(C(=O)Nc3ccccc3N3CCCC3)c2c1
  -1% | -20% | -9% | . | -4% | 101%[activator] | 19% | 2% | -15%
CCCCCCCCCCN1CCOCCOCCN(CCCCCCCCCC)CCOCCOCC1
  -3% | . | -8% | . | 10%[60.1 µM] | . | . | 2% | .
Cn1c(C(=O)N2CCCC(C(=O)NCc3ccc4c(c3)OCO4)C2)cc2sccc21 (configuration not stated)
  0% | -7% | -12% | 50µM* | 4% | -2% | 10% | ? | ?
CCOC(=O)C1=CN(Cc2cccc(F)c2)S(=O)(=O)NC1CCc1ccccc1 (configuration not stated)
  . | -15% | . | . | -24% | -22% | . | -9% | .
Cc1noc(C)c1COC(=O)C(c1ccccc1)c1ccccc1
  -7% | -9% | -15% | 115%[activator] | -6% | 100%[activator] | 4% | 11% | .
COc1ccc(-c2nnc(SCc3ncc(-c4ccccc4)o3)o2)cc1
  0% | -7% | -2% | -46% | 1% | -17% | 26% | 0% | -7%
Cc1ccc(N2C(=O)NC(NC(=O)C(C)(C)C)(C(F)(F)F)C2=O)cc1 (configuration not stated)
  1% | -21% | 0% | 15% | -10% | 188%[activator] | 9%[57.1 µM] | 0% | -2%
O=C(CSc1ccc(-c2cccc([N+](=O)[O-])c2)nn1)N1CCCCCC1
  -3% | -7% | ? | -6% | -1% | 14% | -1% | 1% | -39%
COc1ccc(C2Nc3ccccc3C(=O)N2Cc2ccccc2)cc1Cn1nnc2ccccc21 (configuration not stated)
  -6% | 0% | 76%[activator] | ? | -9% | 2% | -28% | -7% | -2%
COc1cc([N+](=O)[O-])ccc1NC(=O)Oc1ccc(NC(C)=O)cc1
  -3% | -25% | -9% | 6% | -8% | 2% | 65% | -3% | -7%
CCOC(=O)C1CCN(c2cc(C)nc3c(-c4ccccc4OC)c(C)nn23)CC1
  2% | -14% | -12% | 3%[59 µM] | -10%[60.1 µM] | -1% | 13% | . | 14%
O=C(Cn1cnc2c(nnn2-c2cccc(Cl)c2)c1=O)N1CCCC1
  1% | -3% | -11% | -9% | -5% | 5% | ? | 4% | -2%

Exported field by field: entries from further up
SMILES: Cc1ccc(N2C(=O)NC(NC(=O)C(C)(C)C)(C(F)(F)F)C2=O)cc1 (configuration not stated)
  BLM inh = 1% | POLH inh = -21% | Anesthetic bind = 0% | G9a block = 15% | Pol kappa inh = -10% | Pol iota inh = 188%[activator] | Pol beta inh = 9%[57.1 µM] | APE1 inh = 0% | BAZ2B inh = -2%
SMILES: O=C(CSc1ccc(-c2cccc([N+](=O)[O-])c2)nn1)N1CCCCCC1
  BLM inh = -3% | POLH inh = -7% | Anesthetic bind = ? | G9a block = -6% | Pol kappa inh = -1% | Pol iota inh = 14% | Pol beta inh = -1% | APE1 inh = 1% | BAZ2B inh = -39%
SMILES: COc1ccc(C2Nc3ccccc3C(=O)N2Cc2ccccc2)cc1Cn1nnc2ccccc21 (configuration not stated)
  BLM inh = -6% | POLH inh = 0% | Anesthetic bind = 76%[activator] | G9a block = ? | Pol kappa inh = -9% | Pol iota inh = 2% | Pol beta inh = -28% | APE1 inh = -7% | BAZ2B inh = -2%

The list goes on:
Order of results – BLM inh | POLH inh | Anesthetic bind | G9a block | Pol kappa inh | Pol iota inh | Pol beta inh | APE1 inh | BAZ2B inh
CC(c1cccs1)N(Cc1ccco1)C(=S)Nc1ccccc1Cl (configuration not stated)
  4% | -16% | 61%[activator] | 35%[59 µM] | 1% | -24% | -1% | -4% | -5%
CC(=O)Nc1ccc(Oc2cc(NC(C)=O)cc([N+](=O)[O-])c2)cc1
  -1% | 1% | -6% | 2% | -13% | -28% | -1% | -2% | -14%
CN1C(=S)N(c2ccccc2)C(=O)/C1=C/c1cccs1
  3% | 0% | -5% | 9%[59 µM] | 5% | 21% | 23% | 0% | 4%
CN1CCN(C(=O)CCc2ncc(C(F)(F)F)cc2Cl)CC1
  1% | -6% | -5% | ? | -3% | 20% | 11% | 0% | 4%
Cc1ccc(C)c(NC(=O)c2nn(C)c3c2CS(=O)(=O)c2ccccc2-3)c1
  -2% | -9% | -16% | 6%[59 µM] | 0% | 24% | 36% | . | 5%
COC(=O)CC1c2cc(OC)c(OC)cc2CC(=O)c2cc(OC)c(OC)cc21 (configuration not stated)
  -1% | -4% | -10% | ? | -4% | 31%[activator] | 24% | 5% | -2%
NC(=O)NCCN1CCN(c2ncc(C(F)(F)F)cc2Cl)CC1
  -2% | -5% | -4% | 11% | 2% | 7% | 35%[activator] | 8% | -2%
CC1CCc2onc(C(=O)N3CCN(c4cccc(Cl)c4)CC3)c2C1 (configuration not stated)
  -3% | 6% | 9% | -3%[59 µM] | -9% | -15% | -1% | . | 25%[57.1 µM]
CCc1nnc(NC(=O)CSc2nnc(-c3ccc(O)cc3)n2C)s1
  -2% | -11% | -8% | 16% | -2% | 67%[activator] | -1% | 3% | -4%
CCOC(=O)N/N=C(/C)c1cccc(-n2cnnn2)c1
  0% | 3% | -6% | 6% | -10% | 66%[activator] | 9% | 29% | -4%
CS(=O)(=O)N1CCN(c2ccccc2NC(=O)c2ccco2)CC1
  4% | 4% | -5% | -1%[59 µM] | -3% | 15% | 10% | -4% | 31%[activator]

Assay outcomes deposited in PubChem by National Center for Advancing Translational Sciences (NCATS).
